# RmlCD inh mix: mixture blocks RmlC and RmlD coupled enzyme activity | AID 1532 | RmlC/RmlD coupled enzyme inhibition, 384-well mixture HTS | actives 0.39% (n = 110,000) | inhibition, % at 5.5 µM; in the data active = inhibition above about 30%, passing the limit was not always enough; also: strong numbers were not always called active
# RT RNaseH block: inhibitors of HIV-1 reverse transcriptase RNase H. inhibition, % at 10 µM. RT-RNase H RNA/DNA duplex cleavage, fluorescence. actives 1.9% (n = 65,000); in the data active = inhibition above about 50%
# Active calls of the source: *; x = no result given.
entry	structure	RT RNaseH block	RmlCD inh mix
1	CC(=O)Nc1cc(NC(=O)C2C3C=CC(C3)C2C(=O)O)ccc1Cl (stereo unspecified)	0	-9
2	Cc1cc(C)n(-c2nc(C)nc(NCc3ccccc3)n2)n1	-7	2
3	CC1CCCN(CCCNC(=O)C2CC(=O)N(c3ccc(F)c(Cl)c3)C2)C1 (stereo unspecified)	3	-12
4	CC(C)c1nc2oc3c(NCc4cccnc4)ncnc3c2c2c1CCC2	5	7
5	Clc1ccc2c(c1)C(c1ccccc1Cl)=NCc1nnc(Br)n1-2	x	-9
6	C=CCNC(=S)NNC(=O)c1ccc(OCCC)cc1	x	9
7	CCN1CCN(C(=O)C2(NC(=O)Nc3cccc(F)c3)CCCCC2)CC1	x	-13
8	C=C(C)C(=O)Nc1cccc(C2=NOC3(C2)C[C@@H](C(N)=O)N(C(=O)/C(C)=C/C)C3)c1 (stereo partly specified)	x	-1
9	Cc1cc(C)cc(N2CCCC2=O)c1	x	0
10	CN(Cc1ccccc1)c1nc2c(c(=O)[nH]c(=O)n2C)n1Cc1ccccc1Cl	-6	8
11	COc1ccc2c3c1OC1CC(O)C=CC31CCN(C)C2 (stereo unspecified)	x	4
12	O=C(Nc1nnc(CC(=O)N2CCCC2)s1)c1cnccn1	-3	x
13	CCOC(=O)NCC(C#CCN(CC)CC)N(CC)CC (stereo unspecified)	3	8
14	Cc1ccccc1N(CC(=O)Nc1ccc(F)cc1)S(C)(=O)=O	-6	1
15	COCCNC(=O)c1onc(CSc2ccccc2)c1C(=O)O	x	8
16	CC(C)(C)c1nn(-c2ccccc2)c2[nH]c(=O)c(CNCc3ccco3)cc12	-2	x
17	CCOc1ccc(N2C(=O)CC(N3CCN(c4ccccc4F)CC3)C2=O)cc1 (stereo unspecified)	-13	x
18	C=CCn1c(SCc2ccc3nonc3c2)nnc1-c1cccs1	-6	-6
19	O=C(NCc1ccco1)C1CCCN(S(=O)(=O)c2cccc3cccnc23)C1 (stereo unspecified)	-37	-3
20	CC(C)n1c(=O)[nH]c2ccccc21	-19	4
21	C=CC(=O)N1c2ccccc2Sc2ccc(NC(=O)OCC)cc21	x	11
22	COc1ccc(OC)c(NS(=O)(=O)c2ccc(NC(C)=O)cc2)c1	x	2
23	CCC(=O)Nc1cccc(NC(=S)NC(=O)c2ccccc2Cl)c1	x	-6
24	COC(=O)CSc1nc2c(c(C3CC=CCC3)c1C#N)CCC2 (stereo unspecified)	x	-7
25	CC(NC(=O)COc1cc(=O)n(C)c2ccccc12)c1ccc2c(c1)OCCO2 (stereo unspecified)	-21	-1
26	COc1cccc(OCCn2c(C)c(/C=N/n3cnnc3)c3ccccc32)c1	2	8
27	O=c1cc(NCc2ccccc2)nc2n1CCCS2	13	x
28	Fc1ccc(-c2ccnc3nc(N4CCOCC4)nn23)cc1	x	-33
29	COC(=O)C1=C(C)N=C2SC(C#N)=C(N)N2C1c1cccc(OC)c1 (stereo unspecified)	x	3
30	CCOC(=O)c1sc(NC(=O)CSc2nc3c(cc2C#N)CCCCCC3)c(C#N)c1C	73*	16
31	O=C(C1=C[C@H](c2ccc(Br)cc2)C[C@H](OCc2ccc(CO)cc2)O1)N1CCOCC1	x	9
32	COCCC(=O)N(Cc1ccc2c(c1)OCO2)C(C(=O)NC1CCCCC1)c1ccncc1 (stereo unspecified)	12	-8
33	CCn1ncc(C2=NOC(C(=O)NCc3ccc(Cl)cc3)C2)c1C (stereo unspecified)	-9	x
34	Cc1cccc(N)c1SC1CCCCC1O (stereo unspecified)	2	x
35	CN=Cc1c(NC)nc2c(C)cccn2c1=O	x	-265
36	CC(C)OCCCNS(=O)(=O)c1ccc2c(c1)OCCO2	-57	3
37	Cc1cccc(N(C)C(=O)c2coc(=O)c3ccccc23)c1	-12	-11
38	O=C(NC1CCCC1)c1c[nH]c2ccc(F)cc2c1=O	-7	7
39	Cc1ccc(C)c(S(=O)(=O)NCc2ccc(C(=O)NCc3ccco3)cc2)c1	x	1
40	C=CCN1C(=NC(=O)CCC)SC2CS(=O)(=O)CC21 (stereo unspecified)	x	-8
41	COc1cccc(C2C(C(=O)c3cc4cccc(OC)c4o3)=C(O)C(=O)N2c2cc(C)on2)c1OC (stereo unspecified)	-2	11
42	Cc1nn(Cc2ccccc2Cl)c(C)c1NC(=O)/C=C/c1cnn(C)c1	x	-12
43	O=C(c1cnc2n(c1=O)CCS2)N1CCCc2ccccc21	-4	-8
44	NCCc1ccccn1	x	-8
45	CC(C)CCOc1ccc(Cl)cc1CN1CCOCC1	-16	7
46	O=C(Nc1sc2c(c1C(=O)O)CCCC2)c1cccs1	13	85
47	CN(C)P(=NC(=O)COc1ccc(Cl)cc1Cl)(N(C)C)N(C)C	-26	-10
48	COc1ccnc(CSC(N)=Nc2ccccc2OC)c1	x	-6
49	CCC(=O)Nc1cc(C(=O)N2CCC3(CC2)OCCO3)ccc1S(=O)(=O)c1ccc(C)cc1	-12	-2
50	CCOC(=O)N1CCN(Cc2nc3c(c(=O)[nH]c(=O)n3C)n2CCCc2ccccc2)CC1	-5	-10
51	CC12CN3CC(C)(CN(C1)C3c1cc(Br)ccc1O)C2=O (stereo unspecified)	-7	2
52	COc1ccc(OC)c(CNC(=O)CCNC(=O)Cn2ccc3ccccc3c2=O)c1	-2	13
53	CCOc1nc(Nc2cc(Cl)ccc2OC)nc(OCC)n1	x	3
54	CCC(c1nnnn1Cc1ccco1)N(CCc1ccccc1)Cc1cc2cccc(C)c2[nH]c1=O (stereo unspecified)	17	2
55	COCCCNC(=O)C(C#N)c1nc2ccccc2nc1N1CCN(Cc2ccccc2)CC1 (stereo unspecified)	6	4
56	Cc1ncn(C23CC4CC(CC(O)(C4)C2)C3)n1	-1	5
57	O=C(NC1CCCC1)c1ccc(COCC(F)(F)F)o1	-8	0
58	O=C(CN1C(=O)COc2ccccc21)NCCCN1CCN(Cc2ccccc2)CC1	1	18
59	O=C(C1CCC(CNS(=O)(=O)c2cccs2)CC1)N1CCCCC1 (stereo unspecified)	-3	-36
60	CCN1CCN(Cc2nc(N)nc(Nc3ccc(C)c(C)c3)n2)CC1	2	-2

# The results go on.
entry	structure	RT RNaseH block	RmlCD inh mix
61	CNC(=O)c1ccc(N(Cc2ccccc2C)S(C)(=O)=O)cc1	0	1
62	O=S(=O)(c1cc(Cl)cc(Cl)c1)N1CCCC1c1nc2ccccc2s1 (stereo unspecified)	x	4
63	COc1ccc(CCn2nnnc2C(CC(C)C)N2CCN(c3ncccn3)CC2)cc1OC (stereo unspecified)	4	x
64	O=c1[nH]c2ccc(S(=O)(=O)N3CCCCC3)cc2[nH]c1=O	x	-15
65	O=C(O)COc1ccc(S(=O)(=O)NCCc2ccccc2)cc1	-5	7
66	Fc1ccccc1N1CCN(Cc2c(F)cccc2F)CC1	-5	-8
67	COc1ccc(OC)c2c1sc(=NC(=O)C(C)C)n2C	-8	4
68	CC1(C)CC(=O)C(C(c2ccncc2)C2C(=O)CC(C)(C)CC2=O)C(=O)C1	-3	8
69	CCn1c(SCC(=O)Nc2nc3c(s2)CCCC3)nc2c1c(=O)n(C)c(=O)n2C	-4	x
70	COC(=O)C1CC(O)CN1C(=O)c1ccco1 (stereo unspecified)	x	83
71	CCOC(=O)c1ccc(NC(=O)c2c(O)[nH]c(=O)[nH]c2=O)cc1	-19	x
72	Cc1noc(C)c1Cc1ccc(O)cc1	x	12
73	Cc1ccccc1-c1noc(C23CC4CC(CC(C4)C2)C3)n1	x	-3
74	O=C(CCSCc1ccccc1Cl)N1CCN(c2ccccn2)CC1	x	-4
75	CC(Nc1cc(=O)n(C)c(=O)n1C)c1ccccc1 (stereo unspecified)	-3	3
76	CCC(=O)N1CCN(c2ccccc2NC(=O)Cc2ccccc2)CC1	2	9
77	O=C(O)C1=C[C@H](c2ccc3c(c2)OCO3)C[C@H](OCc2ccc(CO)cc2)O1	x	-8
78	O=C1C=C(OCc2ccccc2)CN1	-25	0
79	O=C(Nc1ccccc1)c1cnc[nH]1	1	x
80	Cn1c2ccccc2c2cnn(CC(=O)O)c(=O)c21	-17	-26
81	NNc1nnc(-c2ccccc2)c(-c2ccccc2)n1	x	5
82	COc1ccc(CC(=O)N(Cc2cc3cc(OC)ccc3[nH]c2=O)C(C)C)cc1	3	19
83	CC(NC(=O)CSc1nc2ccccc2c(=O)n1CCCO)c1ccccc1 (stereo unspecified)	2	6
84	CC(C)C(NC(=O)C1CCCCC1)C(=O)Nc1ccncc1 (stereo unspecified)	-21	9
85	CCC(=O)OC1(C)C(=O)C=C2C=C(c3ccc(C#N)cc3)OC=C2C1=O (stereo unspecified)	x	50
86	c1ccc(-c2noc(-c3ccc4c(c3)OCO4)n2)nc1	-2	-4
87	COc1cc(-c2nc(-c3ccc(-c4ccccc4)nc3OC)no2)cc(OC)c1OC	1	x
88	C#CCOCCOCCOCCNc1nc(N2CCN(C(=O)[C@H](CCC(=O)O)n3cc(C(N)CO)nn3)CC2)nc(N2CCN(C(=O)[C@H](Cc3ccc(O)cc3)n3cc(C(N)[C@H](C)CC)nn3)CC2)n1 (stereo partly specified)	x	7
89	CCCCC(=O)Nc1cc(C(=O)NCCc2ccccc2)ccc1Cl	x	-2
90	CCc1ccccc1NC(=O)c1cc(C2CC2)on1	-4	4
91	Cc1nc(CS(=O)(=O)c2ccc(Cl)cc2)cc(Sc2ccc(Cl)cc2)n1	x	-11
92	COc1ccc(NC(=O)CSc2ccc(C)cc2)cc1	x	-6
93	O=C(CCCN1C(=O)C2C3C=CC(C3)C2C1=O)N1CCN(c2ccccc2)CC1 (stereo unspecified)	1	x
94	CCCNC(=O)c1ccc2snnc2c1	x	10
95	CCc1cc2c(=O)c(-c3nc4ccccc4n3C)c(C)oc2c(CN2CCOCC2)c1O	0	14
96	CSc1ncccc1C(=O)OCC(=O)N(CC(C)C)C1CCS(=O)(=O)C1 (stereo unspecified)	-2	10
97	CCOC(=O)N1CCC(NC(=O)c2cc(S(=O)(=O)N(CC)CC)ccc2F)CC1	x	-9
98	CCCCNC(=O)Nc1c(C(=O)OCC)[nH]c2ccccc12	1	-12
99	O=C(NS(=O)(=O)c1ccccc1)c1ccccc1O	-5	-16
100	COc1cc(C(=O)Nc2ccc3c(c2)OCCO3)ccc1OC(C)C	2	-7
101	COc1cc(/C=C/C(=O)NCc2cccnc2)cc(OC)c1OC	x	-8
102	NCCCCCc1nnc(SCC(=O)c2ccc(Cl)cc2)o1	-7	-8
103	COc1cccc(C(=O)N2CCN(S(=O)(=O)Cc3ccccc3)CC2)c1OC	2	7
104	O=C(Cc1cn2ccsc2n1)Nc1nc2c(s1)CN(Cc1ccccc1)CC2	1	8
105	O=C(N/C(=C\c1cccs1)C(=O)N1CCCCCC1)c1ccccc1	x	1
106	CCCn1c(SCC(=O)Nc2ccc3c(c2)OCO3)nc2c1c(=O)n(C)c(=O)n2C	-7	-4
107	COc1cccc(-c2nnn(CC(=O)NC3CCCC3)n2)c1OC	-6	8
108	CCCNC(=O)NS(=O)(=O)c1ccc(Cl)cc1	-13	5
109	COc1ccc(OC)c(Nc2cc(C)nc3nc(C)nn23)c1	-6	-20
110	Cc1ccccc1N1CCN(CCCOc2ccc3c(C)cc(=O)oc3c2)CC1	x	-16
111	CCn1cc(C(=O)NCc2ccc3c(c2)OCO3)c(=O)c2cc(F)c(N3CCN(C(=O)c4ccco4)CC3)cc21	x	2
112	O=C(Cc1ccc(F)cc1)NC1CCCC1	x	-17
113	C=CCn1c(O)c(C(CC)=NCc2cc(OC)cc(OC)c2)c(=O)[nH]c1=O	-10	3
114	C=CCSC1=C(C#N)C(c2cccc(OC)c2)CC(=O)N1 (stereo unspecified)	-16	2
115	CCC(=O)N1CCCc2cc(S(=O)(=O)N3CCCc4ccccc43)ccc21	-69	-14
116	CCCCc1nn(-c2cc(Cl)ccc2OC)c2c1C(=O)CC(C)(C)C2	x	7
117	O=C(NCC(=O)N(Cc1cccs1)C(C(=O)NC1CCCC1)c1cccnc1)c1ccco1 (stereo unspecified)	x	2
118	CN1C(C(=O)NCCc2cccs2)CC2Cn3c(nc4cc(Cl)c(Cl)cc43)C21 (stereo unspecified)	x	12
119	CCCOc1ccccc1NC(=O)CC1Nc2ccccc2NC1=O (stereo unspecified)	5	6
120	O=C(NCCc1ccccc1)c1cnc2ccccn2c1=O	x	28

# The results go on.
entry	structure	RT RNaseH block	RmlCD inh mix
121	Cc1cc(NC(=O)CCCC(=O)N(CC(=O)NCCc2ccccc2)Cc2ccc(F)cc2)no1	19	7
122	O=C(Nc1ccc(S(=O)(=O)N2CCOCC2)cc1)c1ccc(Br)o1	2	6
123	COc1ccc(OC)c(-n2c(O)c(C=NCc3ccc4c(c3)OCO4)c(=O)[nH]c2=O)c1	-3	-10
124	CCCc1nnc(NC(=O)CNc2ccc(F)cc2)s1	-6	-15
125	O=C(C1CCCO1)N1CCN(Cc2c(O)ccc3ccccc23)CC1 (stereo unspecified)	x	7
126	CCOc1ccc(N(CC(=O)NC2CCCCC2)S(=O)(=O)c2c(C)noc2C)cc1	1	-9
127	CN1CCN(C(=S)NC(=O)/C=C/c2cccc3ccccc23)CC1	x	3

# Bioassay records (PubChem BioAssay)

# A portion of the library. The share of hits here may be higher or lower than overall.
